ASK1 inh = ASK1 kinase inhibitors, primary screen, biochemical, AlphaScreen. Mitogen-activated protein kinase kinase kinase 5 (Homo sapiens), Q99683. AlphaScreen MKK6 phosphorylation by ASK1, luminescence. inhibition, % at 7.44 µM. hit rate 0.99% among 22,000. AID 1159602, 2016; in the data active = inhibition above about 35%;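 note: 0% = median of compound wells and 100% = no enzyme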
Target sequence (Q99683 whole entry, looked up): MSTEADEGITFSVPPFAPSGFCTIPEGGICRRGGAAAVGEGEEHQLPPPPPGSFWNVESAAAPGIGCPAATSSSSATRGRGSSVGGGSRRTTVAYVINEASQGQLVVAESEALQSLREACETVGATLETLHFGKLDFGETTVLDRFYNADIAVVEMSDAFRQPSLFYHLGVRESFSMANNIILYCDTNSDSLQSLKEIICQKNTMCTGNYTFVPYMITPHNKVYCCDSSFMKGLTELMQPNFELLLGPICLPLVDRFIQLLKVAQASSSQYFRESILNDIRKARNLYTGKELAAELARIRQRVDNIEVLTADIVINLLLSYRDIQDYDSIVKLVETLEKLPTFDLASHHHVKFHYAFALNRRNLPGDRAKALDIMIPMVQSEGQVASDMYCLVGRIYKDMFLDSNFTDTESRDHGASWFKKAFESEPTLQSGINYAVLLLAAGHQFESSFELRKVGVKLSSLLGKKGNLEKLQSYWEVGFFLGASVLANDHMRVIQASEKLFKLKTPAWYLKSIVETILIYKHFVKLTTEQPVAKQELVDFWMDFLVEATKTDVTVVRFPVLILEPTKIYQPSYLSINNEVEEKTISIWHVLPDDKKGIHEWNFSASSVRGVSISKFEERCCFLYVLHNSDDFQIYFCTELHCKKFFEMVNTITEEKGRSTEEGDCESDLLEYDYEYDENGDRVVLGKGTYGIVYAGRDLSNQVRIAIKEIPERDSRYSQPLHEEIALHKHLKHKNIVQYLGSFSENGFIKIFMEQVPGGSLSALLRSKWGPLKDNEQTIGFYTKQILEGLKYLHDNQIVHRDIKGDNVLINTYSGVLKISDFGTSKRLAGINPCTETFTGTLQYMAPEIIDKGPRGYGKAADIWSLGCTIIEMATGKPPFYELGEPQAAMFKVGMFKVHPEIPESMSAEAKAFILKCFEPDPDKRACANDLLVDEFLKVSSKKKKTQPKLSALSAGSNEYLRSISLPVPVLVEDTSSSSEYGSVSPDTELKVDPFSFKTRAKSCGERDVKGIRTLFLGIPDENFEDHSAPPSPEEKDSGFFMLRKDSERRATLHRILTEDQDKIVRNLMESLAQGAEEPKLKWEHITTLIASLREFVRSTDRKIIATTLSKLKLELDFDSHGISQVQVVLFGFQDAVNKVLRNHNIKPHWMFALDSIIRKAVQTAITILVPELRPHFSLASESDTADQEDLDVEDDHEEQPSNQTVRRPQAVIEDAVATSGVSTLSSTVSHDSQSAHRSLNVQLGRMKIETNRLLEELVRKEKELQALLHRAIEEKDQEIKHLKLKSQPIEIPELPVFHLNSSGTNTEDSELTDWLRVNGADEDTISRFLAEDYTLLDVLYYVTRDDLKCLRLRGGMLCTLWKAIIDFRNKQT
ULK1 inh = ULK1 kinase inhibitors, primary screen, biochemical, AlphaScreen | Serine/threonine-protein kinase ULK1 (Homo sapiens), O75385 | AlphaScreen Atg13 phosphorylation by ULK1, luminescence | inhibition, % at 5.96 µM | hit rate 1.9% among 30,000 | AID 1259251, 2017; in the data active = inhibition above about 43%;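 note: 0% = median of compound wells and 100% = no enzyme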
The depositor's hits bear a star; . = no result given; & = joins results of further samples.

SMILES	ASK1 inh	ULK1 inh
COc1ccc(CCNc2nc(-c3ccc(C(=O)NC4CC4)cc3)nc3c2ncn3CCN2CCCC2=O)cc1	1	-5
Cc1nn(C)c(C)c1-c1nc(NC2CC2)c2ncn(-c3ccccc3)c2n1	12	-6
COc1cc(Nc2cccc(C(=O)Nc3ccc(NC(C)=O)cc3)c2)cc(OC)c1OC	9	17
O=c1c2c(c1=O)N(CCP(=O)(O)O)CCCN2	.	7
Nc1nc(Cl)cc(NCc2nc3ccccc3[nH]2)n1	6	-1
O=C(Cc1cn(-c2ccc(N3CCN(Cc4ccc5c(c4)OCO5)CC3)nn2)c2ccccc12)NCc1cccc(C(F)(F)F)c1	-2	0
CN1CCC(N(C)c2cc(-c3cn[nH]c3)ccc2NC(=O)C2COc3ccc(F)cc3C2)C1 (configuration not stated)	-1	-2
COc1ccc2c(c1)C[C@H](C(=O)Nc1ccc(-c3ccncc3)cc1OCCN(C)C)CO2	-12	-9
CCN(CC)C(=O)C1CCCN(c2nc3ccc(C(=O)NC4CC4)cc3s2)C1 (configuration not stated)	-12	-6
Cc1ccc(-c2ncn(-c3ccc(Nc4nccc(-c5cc(C#N)cc(N6CCCC(O)C6)c5)n4)cc3)n2)cn1 (configuration not stated)	15	1
CCCn1cc(NC(=O)C2CC(c3ccccc3O)=NO2)cn1 (configuration not stated)	-6	-6
COc1cc2nc(N3CCCC3CO)nc(Nc3ccc(N4CCOCC4)cc3)c2cc1OC (configuration not stated)	9	-10
CC(C)n1cnc2c(NCCc3ccccn3)nc(-c3cccc(OC(F)(F)F)c3)nc21	12	-20
c1ccc(CN2CCC(Nc3cc(-c4csc5ccccc45)ncn3)CC2)cc1	1	-11
COc1cccc(COC(=O)Nc2ccc(-c3cn[nH]c3)cc2SCCN2CCCC2)c1	6	-18
CCCCN(C)C(=O)C1CCN(C(=O)c2ccc(Cl)cc2Cl)CC1	.	4
c1cnc(Nc2nc(Nc3ccc4c(c3)OCO4)c3[nH]cnc3n2)cn1	16	14
COc1cc2c3cc1Oc1cc(ccc1O)C[C@@H]1c4c(cc(OC)c(O)c4Oc4ccc(cc4)C[C@@H]3N(C)CC2)CC[N+]1(C)C	.	1
Cc1ccc(-c2cnc(N3CCOCC3)nc2)cc1	.	-8
COc1ccc(CCNc2nc(Nc3cccc(N(C)C)c3)nc3c2ncn3C2CCCCC2)cc1	5	5
O=C(Nc1ccc2[nH]ncc2c1)C1CCCNC1 (configuration not stated)	11	38
Nc1cccc(-c2cccc(C(=O)Nc3ccc(Oc4ccccc4)cc3)c2)c1	3	-17
Fc1ccc(-c2cc(NCCCn3ccnc3)nc(-c3ccccc3)n2)cc1	.	-58
COc1cccc(CNC(=O)Nc2ccc(-c3cn[nH]c3C)cc2)c1	-14	-16
O=C(O)C(Cc1c[nH]c2ccccc12)NC(=O)C(F)(F)F (configuration not stated)	.	-7
(further entries)
SMILES	ASK1 inh	ULK1 inh
N#Cc1cc(-c2ccnc(Nc3ccc4cnccc4c3)n2)cc(N2CCOCC2)c1	13	8
Fc1ccc(-c2cnc(N3CCc4ccccc4C3)nc2)cc1	.	-5
CC(C)n1cnc2c(Nc3ccc(N4CCOCC4)cc3)nc(Nc3ccc(N4CCOCC4)cc3)nc21	21	32
O=C(NCCS(=O)(=O)N1CCN(c2ccc(F)cc2)CC1)c1cc2ccccc2o1	.	-1
OCCNc1nc(N2CCCC2CO)nc2c1ncn2Cc1ccc(C(F)(F)F)cc1 (configuration not stated)	2	-22
Cc1cc(NC2CC2)nc(N2CCc3ccccc3C2)n1	4	1
COc1cc(O)cc(O)c1	.	36
CN(C)CCN(Cc1ccc(Cl)cc1)c1ccccn1	.	-13
CC(C)c1nc2ccc(-c3cnn(-c4cccc(CN5CCOCC5)c4)c3)cc2c(=O)[nH]1	2	-4
COc1cccc(CN(CCCO)C(=O)Nc2ccc(-c3cn[nH]c3)cc2OCCO)c1	-1	3
CCOC(=O)C1=C(COCCN)NC(C)=C(C(=O)OC)C1c1ccccc1Cl (configuration not stated)	.	-24
COc1cn(CC(=O)Nc2ccc3c(c2)OCO3)c(CN2CCC(C)CC2)cc1=O	.	-18
N[C@H](CCc1ccccc1)c1nc2ccc(-c3cn[nH]c3)cc2c(=O)[nH]1	18	13
CCNc1nc(Nc2ccccc2)c2ncn(Cc3ccc(C(F)(F)F)cc3)c2n1	12	-21
O=C1CCCN1CCCNc1nc(Nc2cnccn2)nc2c1ncn2-c1ccccc1	6	0
CCCC(=O)OCOC(=O)C1=C(C)NC(C)=C(C(=O)OC)C1c1cccc(Cl)c1Cl (configuration not stated)	.	-32&-15
COc1cccc(CN(C(=O)c2nc3ccc(-c4cn[nH]c4)cc3s2)C2CC2)c1	-5	-7
CC1(C)NC(=O)c2ccccc2N1c1ccnc(Nc2ccc(N3CCOCC3)cc2)c1	-11	-5
CC(=O)Nc1ccc(Nc2nc(-c3cccc(C(C)=O)c3)ncc2C)cc1	0	7
O=C(NCCN1CCOCC1)c1ccnc(NCc2cccnc2)c1	11	8
O=C(NCc1cccc(C(F)(F)F)c1)c1cccc(-c2cccs2)n1	-14	-4
c1ccc(Oc2ccc(Nc3nc(-c4ccc(N5CCOCC5)nc4)nc4nc[nH]c34)cc2)cc1	3	-34
CCCNc1nc(Nc2ccc(-n3ccnc3)cc2)nc2c1ncn2Cc1ccc(C(F)(F)F)cc1	6	-3
COc1cc2nc(Nc3ccc(N4CCOCC4)cc3)nc(Nc3ccc(OCCN4CCCCC4)cc3)c2cc1OC	49*	-8
CC(=O)Nc1ccc(Nc2nc(Nc3ccccc3)nc3c2ncn3C(C)C)cc1	12	40
(further entries)
SMILES	ASK1 inh	ULK1 inh
CC(C)N(CCNC(=O)c1cnc(N2CCN(c3ccccn3)CC2)s1)C(C)C	0	-1
COc1ccc(CCNc2nc(Nc3ccc4ncccc4c3)nc3c2ncn3Cc2ccc(C(F)(F)F)cc2)cc1	11	-2
CC(C)n1cnc2c(NCCOc3ccccc3)nc(-c3ccccc3)nc21	-4	-14
CC(=O)Nc1ccc(NC(=O)c2cc(NCc3ccc4c(c3)OCO4)nc3ccccc23)cc1	11	30
CC(C)n1c(Nc2ccccn2)nc2c(NCCO)ncnc21	8	-1
COc1ccc(CCNc2ccnc(N3CCN(c4ccccn4)CC3)n2)cc1	4	-22
CC(C)NC(=O)c1cccc(NC(=O)Nc2ccc(-c3ncnc4[nH]cc(Cl)c34)cc2)c1	20	70*
O=C(NCc1ccccc1)c1cnc(Nc2ccncc2)s1	-7	5
CC(=O)Nc1ccc(Nc2nc(NCc3ccc4c(c3)OCO4)nc3c2ncn3CCN2CCCC2=O)cc1	5	-15
COc1cc(Nc2ccc(-n3cc(CC(=O)NCc4nc5ccccc5[nH]4)c4ccccc43)nn2)cc(OC)c1OC	1	4
CCN(CC)C(=O)C1CCCN(c2cc(NCCOc3ccccc3)nc(N)n2)C1 (configuration not stated)	8	-32
COc1ccc(Cl)cc1NC(=O)C/C(C)=N/NC(=O)C(=O)NCc1ccccc1	.	2
O=C(NCCCN1CCCC1=O)c1ccc2nc(Nc3nccc4ccccc34)sc2c1	-11	7
CC(C)n1c(NCCCN2CCCC2=O)nc2c(NCCOc3ccccc3)ncnc21	4	8
CC(C)n1c(Nc2ccc(N3CCOCC3)cc2)nc2c(Nc3ccc4c(c3)OCO4)ncnc21	20	-20
O=C(NC1CCN(Cc2ccccc2)CC1)c1cnc(Nc2cnccn2)s1	3	9
O=C(NCc1ccccc1)c1csc(N2CCc3ccccc3C2)n1	-3	9
CCCNc1cc(-c2ccc(C(N)=O)cc2)ncn1	1	-7
O=C(NCc1cccc(C(F)(F)F)c1)c1cnc(Nc2nccc3ccccc23)s1	13	0
Cc1cc(NCCOc2ccccc2)nc(NCc2ccc3c(c2)OCO3)n1	-7	-4
CC(C)n1c(Nc2ccncc2)nc2c(NC3CCN(Cc4ccccc4)CC3)ncnc21	-11	-7
c1ccc2[nH]c(CNc3nc(Nc4ccc(-n5ccnc5)cc4)nc4c3ncn4C3CCCCC3)nc2c1	7	3
COc1ccc(CCNc2nc(Cl)nc3c2ncn3CCN2CCCC2=O)cc1	4	-5
CCCNC(=O)c1cccc(NCCCN2CCCC2=O)n1	1	0
Nc1nccc(-c2ccc3nc(C4COc5ccc(F)cc5C4)sc3c2)n1 (configuration not stated)	10	0
(cont.)
SMILES	ASK1 inh	ULK1 inh
COc1ncc(-c2ccncc2)cc1[N+](=O)[O-]	10	-1
CCCNc1nc(N2CCc3ccccc3C2)nc2c1ncn2C1CCCCC1	21	9
FC(F)(F)c1cccc(CNc2cc(Nc3cnccn3)ncn2)c1	-12	-6
c1ccc(CNc2nc(NCc3ccc4c(c3)OCO4)nc3c2ncn3-c2ccsc2)cc1	11	4
CC(=O)Nc1ccc(Nc2nc(N3CCC(N4CCOCC4)CC3)ncc2C)cc1	-7	-4
CN1CCN(c2ccc(-c3cccc(C(=O)NCCO)n3)cc2)CC1	1	-1
O=C(NCCN1CCOCC1)C1CCN(c2ccc(N3CCC(N4CCOCC4)CC3)nn2)CC1	-7	-7
Cn1cc(-c2ccc3cnc(Nc4ccc(-n5cnc(N6CCOCC6)n5)cc4)nc3c2C2CC2)cn1	-91	41
CC(CNc1nccc(Nc2ccncn2)n1)c1ccccc1 (configuration not stated)	-8	31
CN1CCN(c2cc(-c3ccccn3)nc(-c3cccnc3)n2)CC1	.	-2
CC1(C)O[C@@H]2CC3C4CCC5=CC(=O)C=C[C@]5(C)C4[C@@H](O)C[C@]3(C)[C@]2(C(=O)CO)O1 (some centres not stated)	.	3
CN1CCN(c2cc(-c3ccc(NC(=O)[C@H]4COc5ccccc5O4)cc3)ccn2)CC1	15	-8
c1ccc(-n2cnc3c(NCCN4CCOCC4)nc(Nc4cccnc4)nc32)cc1	-22	0
CC(C)CNC(=O)c1ccc2c(c1)CC(c1nc3ncc(-c4ccnc(N)n4)cc3[nH]1)CO2 (configuration not stated)	42*	23
CC(=O)N1CC[C@H](NC(=O)c2cccc(-n3cc(NC(=O)Cc4ccccc4)cn3)c2)C1	3	-3
O=C(O)c1ccccc1-c1ccc(C(F)(F)F)cc1	.	-5
O=C(NCCCN1CCCC1=O)c1csc(Nc2ccc(C(F)(F)F)cc2)n1	5	10
COc1ccc(CCNc2nc(N3CCC(N4CCOCC4)CC3)ncc2C)cc1	-3	4
COC(=O)c1ccccc1Oc1nc(OC)cc(OC)n1	.	-8
Cc1cnc(-c2ccc(N3CCOCC3)nc2)nc1NCc1cccnc1	0	11
O=C(/C=C/c1ccccc1Cl)Nc1ccc(S(=O)(=O)N2CCCCC2)cc1	.	-17
COC(=O)c1cnccc1Nc1nc(-c2cc(Br)ccc2F)nc2nccnc12	15	-1
Cc1nn(C)c(C)c1-c1nc2ncnc(Nc3ccccc3)c2[nH]1	-3	-5
CC(C)n1cnc2c(NCc3cccnc3)nc(-c3ccccc3)nc21	-1	-3
CC(C)N(CCNc1nc(Nc2ccc(N3CCOCC3)cc2)nc2c1ncn2C(C)C)C(C)C	-2	-3
Other compounds follow.
SMILES	ASK1 inh	ULK1 inh
COc1nc(NCCN(C(C)C)C(C)C)nc(-c2cccc(N)c2)n1	-23	0
Nc1cccc(-c2nccc(Nc3ccc(Oc4ccccc4)cc3)n2)c1	24	-16
O=C(CCCN1CCC(O)(c2ccc(Cl)cc2)CC1)c1ccc(F)cc1	.	-7
CCCCC1(C(=O)OCC)CC(SC(=N)N)OC1=O (configuration not stated)	.	-5
O=C(NCCCN1CCCC1=O)c1ccnc(Nc2ccc(N3CCOCC3)cc2)c1	-3	7
NC(=O)c1cn[nH]c1N	.	-5&-2
CN1CCN(c2ccc(-c3nc4ccc(C(=O)NCCO)cc4s3)cc2)CC1	-11	3

By substructure: those above containing a CF3 group (12)
SMILES	ASK1 inh	ULK1 inh
O=C(Cc1cn(-c2ccc(N3CCN(Cc4ccc5c(c4)OCO5)CC3)nn2)c2ccccc12)NCc1cccc(C(F)(F)F)c1	-2	0
CC(C)n1cnc2c(NCCc3ccccn3)nc(-c3cccc(OC(F)(F)F)c3)nc21	12	-20
O=C(O)C(Cc1c[nH]c2ccccc12)NC(=O)C(F)(F)F (configuration not stated)	.	-7
OCCNc1nc(N2CCCC2CO)nc2c1ncn2Cc1ccc(C(F)(F)F)cc1 (configuration not stated)	2	-22
CCNc1nc(Nc2ccccc2)c2ncn(Cc3ccc(C(F)(F)F)cc3)c2n1	12	-21
O=C(NCc1cccc(C(F)(F)F)c1)c1cccc(-c2cccs2)n1	-14	-4
CCCNc1nc(Nc2ccc(-n3ccnc3)cc2)nc2c1ncn2Cc1ccc(C(F)(F)F)cc1	6	-3
COc1ccc(CCNc2nc(Nc3ccc4ncccc4c3)nc3c2ncn3Cc2ccc(C(F)(F)F)cc2)cc1	11	-2
O=C(NCc1cccc(C(F)(F)F)c1)c1cnc(Nc2nccc3ccccc23)s1	13	0
FC(F)(F)c1cccc(CNc2cc(Nc3cnccn3)ncn2)c1	-12	-6
O=C(O)c1ccccc1-c1ccc(C(F)(F)F)cc1	.	-5
O=C(NCCCN1CCCC1=O)c1csc(Nc2ccc(C(F)(F)F)cc2)n1	5	10

Assay outcomes as filed in PubChem.
